Screening data: PubChem, National Center for Advancing Translational Sciences (NCATS)
p53 reactivator: re-activators of mutant p53; H1299 p53-A138V BP100-luciferase reporter, luminescence, 24 h; Potency, µM (titrated, usually from 92.2 µM), for inactives: at the top dose activity change, positive = activation, actives largely listed as activators; hit rate 0.063% among 320,000; AID 504706; further: % of control where 0% means no effect; nearly all actives have a fitted effect of over 45% in size
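p53-null H1299 cells stably carrying temperature-sensitive p53-A138V and a BP100-luciferase reporter were pinned with compounds (4-point, 1:5 series) and held 24 hrs at 37 deg C. Luminescence was read 10 min after detection reagent.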
BRCA1 expr up: increases BRCA1 expression. MCF7-BRCA1-FFLuc reporter, luminescence, 48 h; response scale: scaled: vehicle 0%, 10 µM genistein 100%. Potency, µM (doses to about 46.1 µM), without a hit: top-dose activation, most hits filed as activators. hit rate 1.1% among 380,000. AID 624202; further: nearly all actives have a fitted effect of over 80% in size; some results filed as inactive show a strong effect at the top dose
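Activators of BRCA1 expression were detected as increased firefly luciferase luminescence in engineered MCF7 cells after 48 h compound incubation. Signals were scaled to genistein 10 microM as full activation.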
ELG1 genotox: inducers of genotoxicity in HEK293T ELG1-luciferase cells | HEK293T ELG1-luciferase reporter, luminescence, 16 h | Potency, µM (top dose mostly 46 µM), without a hit: at the highest dose activity change, positive = activation, actives largely listed as activators | hit rate 1.3% among 330,000 | AID 504466; further: % of control where 0% means no effect; nearly all actives have a fitted effect of over 60% in size
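Genotoxicity was scored as increased ELG1-luciferase reporter signal, measured by ONE-Glo luminescence (30 min, room temperature). Compound or vehicle exposure of the HEK293T reporter cells lasted 16 hr at 37°C.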
Gal4-VP16 FLuc: counter-screen for ROR gamma inhibitors: Gal4-VP16 reporter. Potency, µM (top dose mostly 53.6 µM), for inactives: at the top dose activity, negative = inhibition, hits mostly inhibitors. Drosophila S2 Gal4-VP16 UAS-luciferase, luminescence, 20 h. hit rate 3.5% among 310,000;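 further: Gal4-VP16 expression switched on by copper sulfate through the metallothionein promoter; on the % scale 0 is the no-effect control and ±100 the full control effect; nearly all actives have a fitted effect of over 50% in size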
FLuc modulator: inhibits or activates purified firefly luciferase, miR-21 counter-screen; purified FLuc, Km substrates, luminescence inhibition; Potency, µM (series often up to 57.5 µM), inactives show at the highest dose activity change, negative = inhibition, usual class: inhibitors; hit rate 6.9% among 360,000; AID 588342;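 further: plate controls were vehicle for no effect and reference inhibitor for full effect; nearly all actives have a fitted effect of over 55% in size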
Target sequence (P08659 whole entry, looked up): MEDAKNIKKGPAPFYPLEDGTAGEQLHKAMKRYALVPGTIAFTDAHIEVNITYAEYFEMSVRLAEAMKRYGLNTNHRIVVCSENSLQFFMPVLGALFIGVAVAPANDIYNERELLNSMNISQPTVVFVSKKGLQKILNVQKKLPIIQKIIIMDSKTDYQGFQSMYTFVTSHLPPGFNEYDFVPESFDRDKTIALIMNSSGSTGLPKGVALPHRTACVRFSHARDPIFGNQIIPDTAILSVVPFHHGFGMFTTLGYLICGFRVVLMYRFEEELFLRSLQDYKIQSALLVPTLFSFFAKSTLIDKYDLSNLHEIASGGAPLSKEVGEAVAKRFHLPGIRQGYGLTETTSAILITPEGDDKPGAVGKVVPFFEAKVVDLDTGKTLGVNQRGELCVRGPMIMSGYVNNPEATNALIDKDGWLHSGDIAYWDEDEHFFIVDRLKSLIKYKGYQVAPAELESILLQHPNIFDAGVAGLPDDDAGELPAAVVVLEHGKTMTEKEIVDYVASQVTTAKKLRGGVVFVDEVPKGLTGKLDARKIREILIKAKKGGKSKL
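Biochemical qHTS of compounds, final roughly 60 µM downward over six points, against 10 nM purified firefly luciferase using Km concentrations of substrates (10 uM D-luciferin, 10 uM ATP) in Tris acetate pH 7.5 buffer; luminescence output.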
RORg inh: inhibitors of mouse ROR gamma transcriptional activity; hit rate 5.4% among 310,000; P51450; Drosophila S2 Gal4-RORgamma UAS-luciferase reporter, 20 h; Potency, µM (highest dose often 53.6 µM), for the others: top-dose activity change, negative = inhibition, actives largely listed as inhibitors; further: on the % scale 0 is the no-effect control and ±100 the full control effect; nearly all actives have a fitted effect of over 60% in size
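Luciferase reporter read in Schneider cells carrying Gal4-RORγ (mouse) and UAS-Photinus luciferase; cells given compound 1 h before 700 uM copper sulfate induction, then incubated 20 h at ambient temperature.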
NPC1 promoter act: NPC1 promoter activation; hit rate 2.4% among 320,000; AID 485313; Potency, µM (doses to about 9.22 µM), without a hit: at the top dose activation, hits mostly activators; Huh7 NPC1 promoter luciferase reporter, 24 h;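 further: % of control where 0% means no effect; nearly all actives have a fitted effect of over 60% in size; reporter is driven by a mutant NPC1 promoter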
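Stable NPC1-promoter luciferase Huh7 line; cpd (DMSO) 24 h, 37 °C, 5% CO2; Amplite luciferase reagent 10 min RT; luminescence readout. qHTS format.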
Rab9 prom act: activates the Rab9 promoter. Huh7 Rab9 promoter-luciferase reporter, luminescence, 24 h. hit rate 2.8% among 320,000. Potency, µM (doses to about 9.22 µM), without a hit: top-dose activation, negative = inhibition, most hits filed as activators; further: % of control where 0% means no effect; nearly all actives have a fitted effect of over 60% in size
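Luminescence read-out: Huh7 cells stably expressing Rab9-luciferase, treated 24 h with compound at 37 °C, then lysed with luciferase reagent for 10 min at ambient before reading.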
MBNL1-CUG inh: inhibitors of human MBNL1 binding to CUG repeat RNA. TR-FRET MBNL1-His/biotin-(CUG)12 binding, 665/545 ratio. AID 2675. Q9NR56. hit rate 0.036% among 280,000. Potency, µM (doses to about 57.5 µM), without a hit: at the highest dose activity change, negative = inhibition, actives largely listed as inhibitors; active means well fitted inhibition curve with a large enough effect in the signal ratio, with a control signal flat, not every such curve was filed as active; inconclusive means small, poorly fitted or top-dose-only effect, or effect the other way, or a change in a side signal; inactive means no such curve, though single readings can be large or run the other way; the % refers to the signal ratio; further: on the % scale 0 is the no-effect control and ±100 the full control effect
Target sequence (Q9NR56 whole entry, looked up): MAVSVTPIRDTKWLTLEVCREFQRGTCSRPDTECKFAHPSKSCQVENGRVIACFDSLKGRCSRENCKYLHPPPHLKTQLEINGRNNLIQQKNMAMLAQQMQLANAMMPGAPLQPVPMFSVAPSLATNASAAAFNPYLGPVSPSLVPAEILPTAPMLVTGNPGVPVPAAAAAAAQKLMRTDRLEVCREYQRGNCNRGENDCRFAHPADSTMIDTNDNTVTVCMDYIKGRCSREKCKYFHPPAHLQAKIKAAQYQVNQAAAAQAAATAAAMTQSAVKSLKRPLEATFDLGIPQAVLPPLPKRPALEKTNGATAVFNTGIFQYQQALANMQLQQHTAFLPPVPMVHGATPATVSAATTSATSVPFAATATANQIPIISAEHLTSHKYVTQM
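MBNL1-His + Biotin-(CUG)12, cpd titration 92 nM–58 uM; Tb anti-His Ab 0.055 ng/ul, SA-XL665 5 nM (final); 60 min RT; ratiometric 665/545 nm, Ex 340 nm; normalized to buffer and full-complex controls.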
uPA generation: inhibitors of cell surface uPA generation. cell surface uPA generation assay, qHTS. Potency, µM (titrated, usually from 38.3 µM), inactives show at the highest dose activity change, negative = inhibition, hits mostly inhibitors. hit rate 0.31% among 330,000; active means well fitted inhibition curve with a large enough effect; inconclusive means small, poorly fitted or top-dose-only effect; inactive means no such curve, though single readings can be large or run the other way; tested in mouse RAW 264.7 cells; further: on the % scale 0 is the no-effect control and ±100 the full control effect; nearly all actives have a fitted effect of over 55% in size
* = called active by the depositor; ? = inconclusive; · = no result given; [ ] = remark or other dose. Unless noted, the call rests on the fitted dose curve; in most records, active means well fitted curve in the direction sought with a large enough effect; inconclusive means small, poorly fitted or top-dose-only effect, or another doubt; inactive means no such curve, though single readings can be large; an effect the other way counts as inactive or inconclusive. Potency means the concentration at half of the fitted maximal effect.

The opening eight compounds (preview)
SMILES | p53 reactivator | BRCA1 expr up | ELG1 genotox | Gal4-VP16 FLuc | FLuc modulator | RORg inh | NPC1 promoter act | Rab9 prom act | MBNL1-CUG inh | uPA generation
COc1ccc(C2c3c(ncn(CCCN4CCOCC4)c3=N)Oc3ccc4ccccc4c32)cc1OC (stereo not drawn) | -4% | -29% | 5% | -7% | 6% | -14% | -5% | 0% | -12% | ?
CC(O)Cc1nsc(NC(=O)c2cccs2)n1 (stereo not drawn) | 14% | 0% | 13% | -4% | ? | ? | 13% | -1% | -7% | -10%
Cc1ccc(C(=O)NCCNC(=O)COc2ccccc2Cl)cn1 | 5% | 2% | -1% | -17% | -2% | -21% | 0% | -2% | 1% | 0%
Cc1[nH]c2ccc(-c3nnc(SCC(=O)c4ccccc4F)o3)cc2c1C | ? | -48% | -4% | -1% | ? | 12% | 1% | 7% | 11% | 8%
O=C(O)CCC(=O)Nc1ccccc1Oc1ccccc1 | -1% | 0% | -1% | 3% | 0% | -2% | 2% | 0% | -9% | 3%
Cc1cc(S(=O)(=O)n2cnc3ccccc32)c(C)cc1Cl | -1% | -9% | -3% | 1% | -8% | 7% | -2% | 0% | -14% | 2%
CCCC(=O)Oc1ccc(C2NC(=O)c3ccccc3O2)cc1OC (stereo not drawn) | · | 4% | -1% | 13% | 0% | -30% | 0% | 2% | -3% | 2%
CCNC(=O)C(=O)NCC1OCCCN1S(=O)(=O)c1ccc(F)cc1C (stereo not drawn) | 1% | 1% | -3% | 9% | -2% | 8% | 1% | 6% | 3% | 6%

The listing, repeating the preview:
SMILES | p53 reactivator | BRCA1 expr up | ELG1 genotox | Gal4-VP16 FLuc | FLuc modulator | RORg inh | NPC1 promoter act | Rab9 prom act | MBNL1-CUG inh | uPA generation
COc1ccc(C2c3c(ncn(CCCN4CCOCC4)c3=N)Oc3ccc4ccccc4c32)cc1OC (stereo not drawn) | -4% | -29% | 5% | -7% | 6% | -14% | -5% | 0% | -12% | ?
CC(O)Cc1nsc(NC(=O)c2cccs2)n1 (stereo not drawn) | 14% | 0% | 13% | -4% | ? | ? | 13% | -1% | -7% | -10%
Cc1ccc(C(=O)NCCNC(=O)COc2ccccc2Cl)cn1 | 5% | 2% | -1% | -17% | -2% | -21% | 0% | -2% | 1% | 0%
Cc1[nH]c2ccc(-c3nnc(SCC(=O)c4ccccc4F)o3)cc2c1C | ? | -48% | -4% | -1% | ? | 12% | 1% | 7% | 11% | 8%
O=C(O)CCC(=O)Nc1ccccc1Oc1ccccc1 | -1% | 0% | -1% | 3% | 0% | -2% | 2% | 0% | -9% | 3%
Cc1cc(S(=O)(=O)n2cnc3ccccc32)c(C)cc1Cl | -1% | -9% | -3% | 1% | -8% | 7% | -2% | 0% | -14% | 2%
CCCC(=O)Oc1ccc(C2NC(=O)c3ccccc3O2)cc1OC (stereo not drawn) | · | 4% | -1% | 13% | 0% | -30% | 0% | 2% | -3% | 2%
CCNC(=O)C(=O)NCC1OCCCN1S(=O)(=O)c1ccc(F)cc1C (stereo not drawn) | 1% | 1% | -3% | 9% | -2% | 8% | 1% | 6% | 3% | 6%
COc1ccc2c(c1)/C(=N/N1C(=O)c3ccccc3C1=O)C(=O)N2 | -5% | · | 9% | -5%[10 µM] | -10% | 20% | 5% | -5% | ? | ·
CSc1nc(N)nc(SCC(=O)C23CC4CC(CC(C4)C2)C3)c1C#N | ? | -55% | -6% | -16% | 3% | ? | -1% | 0% | 2% | ·
COC(=O)c1cnn(C(=O)c2cc(OC)ccc2Br)c1N | 4% | 0% | -1% | -4% | -2% | -4% | -2% | 4% | 2% | ·
O=C(O)C(Cc1c[nH]c2ccccc12)NS(=O)(=O)c1cccc2nsnc12 (stereo not drawn) | 2% | -6% | -1% | ? | -1% | -14% | -6% | -1% | ? | 6%
O=C(CSc1ncccc1C(=O)O)c1cccc(C(F)(F)F)c1 | -3% | 16µM* | ? | 2% | 24µM* | 7% | 19% | ? | 2% | -17%
CCOc1ccccc1N(C(=O)Cn1nnnc1-c1ccc(C)o1)C(CC)C(=O)NC(C)(C)C (stereo not drawn) | -8% | -24% | -5% | -26% | 2% | ? | -1% | -5% | -22% | 9%
CC1Cc2ccccc2N1CC(=O)NC(=O)NC(C)(C)C (stereo not drawn) | 0% | 0% | 0% | -8% | 0% | 3% | 2% | 1% | -2% | -2%
Cc1c(CN2CCCC(C)C2)c(O)n(CCO)c(=O)c1C#N (stereo not drawn) | -3% | -6% | 1% | 0% | 0% | -2% | -2% | -2% | 3% | 2%
COc1ccccc1-n1cnc2cc(C(=O)NCC3CCCO3)ccc21 (stereo not drawn) | 12% | -5% | 10% | 14% | 0% | -19% | 2% | 1% | 3% | 2%
COc1ccc(C(=O)NCCCNC(=O)c2cccnc2)cc1Br | 10% | 0% | ? | -3% | -1% | -12% | -1% | 1% | -9% | 0%
COc1ccc(CNC(=O)C[C@H]2C[C@H](C(=O)N3CCOCC3)[C@@]3(CCC4CCCC4)c4[nH]c5ccc(Cl)cc5c4CCN3C2=O)cc1OC | 5% | 0% | -5% | · | · | · | · | · | · | ?
COc1cccc(OC)c1C(=O)Nc1ccc2c3c(cccc13)CC2 | -19% | -25% | -5% | 0% | 1% | 11% | -3% | -10%[1.84 µM] | 15% | -2%
CCNC(=O)C(=O)N/N=C/c1cc([N+](=O)[O-])ccc1O | -2% | -27% | -11% | ? | 4% | 11µM* | -1% | 0% | 29% | 5%
CCCCn1c(N)c(N(CCOC)C(=O)C2CC(=O)N(c3cccc(SC)c3)C2)c(=O)[nH]c1=O (stereo not drawn) | -2% | -3% | -1% | · | 4% | · | -1% | 2% | · | 7%
CC(NC(=O)CCCCCCN1C(=O)c2ccccc2C1=O)c1ccc2c(c1)CCCC2 (stereo not drawn) | -10% | -44% | -4% | 10µM* | 0% | ? | -2% | -9% | 6% | -4%
O=C(/C=C/c1cccc([N+](=O)[O-])c1)Nc1cccc(NC(=O)c2ccco2)c1 | 5% | -24% | -5% | -8% | 19µM* | ? | 2% | 7% | 32%[activator] | -7%
O=C(CSc1ncc(-c2ccccc2)[nH]1)Nc1ccccc1 | -2% | 15% | 0% | 5% | 2% | -17% | 1% | -1% | 0% | -1%
(more compounds)
SMILES | p53 reactivator | BRCA1 expr up | ELG1 genotox | Gal4-VP16 FLuc | FLuc modulator | RORg inh | NPC1 promoter act | Rab9 prom act | MBNL1-CUG inh | uPA generation
COc1ccc(S(=O)(=O)N(C)CC(=O)Nc2ccccc2SC)cc1 | -16% | -2% | -13% | -13% | -7% | 3% | 0% | 2% | -22% | 5%
C/C(=N\Nc1cc(N2CCOCC2)ncn1)c1ccccc1 | 7% | 1.8µM* | ? | -53% | 5.4µM* | ? | 2.5µM* | 2.5µM* | 2% | ?
CSc1ccccc1C(=O)Nc1cc2c(cc1C(=O)O)OCCCO2 | 4% | -5% | 9% | -2% | ? | 20% | -2% | -1% | -3% | ·
COc1c2c(cc3c1C(CC(O)Cc1ccccc1)N(C)CC3)OCO2 (stereo not drawn) | -7% | -52% | -6% | 3% | 5% | 36% | 0% | -1% | -2% | -8%
COc1ccc(OC)c(/C=C/C(=O)OCC(=O)NCc2cccs2)c1 | 6% | -21% | -5% | · | -1% | · | -1% | 1% | · | 1%
Cc1cc(N=NC(=O)c2ccccc2O)c2ccccc2c1O | ? | 5.6µM* | -7% | -6% | 11µM* | 0% | ? | 3.2µM* | ? | -8%
Cc1cc(C)c2nc(NC(=O)c3ccc(OCC4CCCO4)cc3)sc2c1 (stereo not drawn) | ? | ? | -3% | -17% | 11µM* | 1µM* | -18% | -25% | 6% | 14%
Cc1c(Cl)cccc1NC(=S)N1CCCN(Cc2ccc(F)cc2)C1 | 7% | -75% | 4% | ? | -5% | 16µM* | -3% | -3% | 1% | 4%
Cc1cc([N+](=O)[O-])cc(/C=N/n2c(C)nc3ccccc3c2=O)c1O | 17% | -67% | 1% | 5% | 3% | 13µM* | 1% | -1% | 13% | -1%
O=C(NCCN1CCOCC1)C(=O)NCC1OCCN1S(=O)(=O)c1ccc(F)cc1 (stereo not drawn) | 0% | -8% | 0% | -8% | 4% | -30% | -2% | -2% | 0% | 2%
CC(C)O/C(=N\S(=O)(=O)c1ccc(Cl)cc1)c1ccccc1 | 2% | 7% | -1% | 4% | 0% | 0% | -1% | -6% | -3% | ·
CCOC(=O)C1CCCN(Cc2ccccc2OCC)C1 (stereo not drawn) | 2% | -2% | 0% | 2% | 1% | -23% | -5% | -4% | -13% | ·
O=C(COC(=O)c1ccc(Br)o1)Nc1ccc(S(=O)(=O)N2CCCC2)cc1 | 12% | 3% | -1% | -1% | 3% | 11% | -2% | -11% | 3% | 5%
COc1ccc(CCNc2cc(-c3ccccc3)nc3ncnn23)cc1 | 21% | -37% | -6% | -17% | -1% | ? | -9% | -10% | 8% | -5%
CCOc1ccccc1CN1CCNC(=O)C1CC(=O)NCc1nccn1CC (stereo not drawn) | -7% | 14% | 0% | -5% | -3% | -7% | 1% | -2% | 8% | 3%
